Compound activity (PubChem BioAssay)
MPTP inh: blocks calcium-induced mitochondrial swelling; AID 602449; isolated mouse mitochondria, Ca2+ swelling absorbance, 30 min; inhibition, % at 10 µM; 1.4% of 360,000 active;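 active = inhibition of 50% or more, scaled per plate between neutral and stimulator controls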;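 note: 0% = DMSO wells given calcium and 100% = 1 mM EGTA wells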
mIAP activ: increases mouse intestinal alkaline phosphatase activity; muIAP, CDP-Star luminescence, 30 min; hits give high values; 1 = vehicle-only enzyme signal, 0 = enzyme-free wells; activation factor at 10 µM; 0.24% of 330,000 active; AID 2805;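 active = activation factor of at least 2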; note: the source names both 10 and 20 µM as test concentration; values of inactives mirror those of a sister screen read the other way
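Assay system: mouse IAP enzyme; Reagent: CDP-Star chemiluminescent phosphatase substrate; Compound: DMSO-dissolved test compounds; Incubation: 30 min, room temperature; Technique: luminescence from enzymatic CDP-Star hydrolysis; Controls: DMSO-only wells and no-enzyme negative control.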
GRIN3A LBD mod: NR3A (human) ligand-binding domain modulation; NR3A LBD differential scanning fluorimetry, Tm shift; 0% = protein alone, 100% = glycine-bound protein; Tm shift relative to glycine control, % at 25 µM; 2.5% of 340,000 active; AID 1259313;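 active = melting temperature shift of at least 10% of the positive control shift, at one fixed dose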
beta cell repl: inducers of beta-cell replication in MIN6 cells; proliferation, % at 10 µM; MIN6 cells proliferation, ATPlite luminescence, 48 h; cells starved in 0.2% serum; 100% = growth in 10% serum; 0.29% of 330,000 active;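 active = compounds whose signal lies at least 3.5 SD above the mean of all wells on their plate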;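 note: 0% = DMSO-treated cells in low-serum medium and 100% = 10% serum control; some compounds called inactive have numbers as strong as hits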
hIAP block: blocks human intestinal alkaline phosphatase. purified IAP, CDP-Star luminescence, 30 min. inhibition, % at 10 µM. 0.12% of 330,000 active. AID 2544;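 active = inhibition reaching a set limit with compound at 10 µM in the primary screen, cut at about 35% in these data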;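 note: plate controls were DMSO wells with enzyme for no effect and no-enzyme buffer wells for full effect; values of inactives mirror those of a sister screen read the other way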
Target sequence (P09923 whole entry, looked up): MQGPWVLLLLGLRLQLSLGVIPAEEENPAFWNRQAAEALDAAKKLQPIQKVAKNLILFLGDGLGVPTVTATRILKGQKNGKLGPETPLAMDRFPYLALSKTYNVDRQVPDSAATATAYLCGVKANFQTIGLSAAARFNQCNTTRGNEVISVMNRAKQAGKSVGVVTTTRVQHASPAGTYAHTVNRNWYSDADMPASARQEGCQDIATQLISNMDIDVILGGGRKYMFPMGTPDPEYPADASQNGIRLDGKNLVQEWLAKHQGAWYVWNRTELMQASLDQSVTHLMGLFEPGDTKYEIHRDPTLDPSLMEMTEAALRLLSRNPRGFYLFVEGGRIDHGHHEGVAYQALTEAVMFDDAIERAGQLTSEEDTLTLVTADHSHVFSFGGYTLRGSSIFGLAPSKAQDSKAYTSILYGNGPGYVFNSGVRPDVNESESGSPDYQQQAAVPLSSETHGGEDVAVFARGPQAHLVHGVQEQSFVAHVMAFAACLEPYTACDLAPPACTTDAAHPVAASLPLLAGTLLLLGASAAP
mIAP inh: mouse IAP inhibition; purified mouse IAP, CDP-Star luminescence, 30 min; inhibition, % at 10 µM; 0.2% of 330,000 active; AID 2806;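 active = inhibition of at least 40% at 10 µM in the primary screen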;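 note: plate controls were DMSO with enzyme for no effect and no enzyme wells for full effect; values of inactives mirror those of a sister screen read the other way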
A3A deaminase: human APOBEC3A DNA deaminase inhibition; 0.41% of 330,000 active; recombinant A3A, FAM/TAMRA ssDNA deamination fluorescence; inhibition, % at 20 µM; P31941;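 active = at least 40% inhibition at 20 µM here, with at most 30% in a related deaminase screen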;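 note: plate controls were A3A with DMSO for no effect and wells lacking A3A enzyme for full effect; some results filed as inactive read as strong as hits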
APOBEC3G inh: inhibitors of human APOBEC3G DNA deaminase. Q9HC16. recombinant A3G, ssDNA deamination FAM/TAMRA fluorescence. inhibition, % at 20 µM. 0.28% of 330,000 active. AID 493012;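 active = inhibition of at least 40% at 20 µM, with no more than 30% in the related APOBEC3A deaminase screen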;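 note: plate controls were DMSO wells with A3G for no effect and wells lacking A3G enzyme for full effect; some compounds called inactive have numbers as strong as hits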
Target sequence (Q9HC16 whole entry, looked up): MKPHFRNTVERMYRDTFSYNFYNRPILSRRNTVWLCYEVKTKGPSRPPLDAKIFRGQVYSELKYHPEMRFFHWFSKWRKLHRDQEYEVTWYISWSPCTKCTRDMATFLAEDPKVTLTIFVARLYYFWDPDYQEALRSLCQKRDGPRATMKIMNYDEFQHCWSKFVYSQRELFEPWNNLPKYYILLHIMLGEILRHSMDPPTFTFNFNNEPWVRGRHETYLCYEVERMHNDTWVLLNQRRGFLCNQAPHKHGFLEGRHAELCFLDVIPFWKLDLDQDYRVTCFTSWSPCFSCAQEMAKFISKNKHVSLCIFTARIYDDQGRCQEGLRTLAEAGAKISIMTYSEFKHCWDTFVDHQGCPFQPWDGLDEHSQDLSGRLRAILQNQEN
hIAP act: increases human intestinal alkaline phosphatase activity | P09923 | purified human IAP, CDP-Star luminescence, 30 min; hits give high values; 1 = vehicle-only enzyme, 0 = enzyme-free background | activation factor at 10 µM | 0.16% of 330,000 active | AID 2524;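 active = activation factor of the enzyme at least 2-fold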; note: the source names both 10 and 20 µM as test concentration; values of inactives mirror those of a sister screen read the other way
Active calls of the source: *.

What do the screens show for `CCCn1c(NC(=O)C2CCN(C(=O)c3ccc(F)cc3)CC2)nc2ccccc21`?
MPTP inh: 0.4; mIAP activ: 0.98; GRIN3A LBD mod: 1; beta cell repl: -1; hIAP block: -25; mIAP inh: 2; A3A deaminase: 2; APOBEC3G inh: -1; hIAP act: 1.3

What do the screens show for `COc1ccccc1NC(=O)NC1(C)CCS(=O)(=O)C1` (stereo unspecified)?
MPTP inh: 0.2; mIAP activ: 1; GRIN3A LBD mod: -1; beta cell repl: 0; hIAP block: 14; mIAP inh: -4; A3A deaminase: 3; APOBEC3G inh: -1; hIAP act: 0.86

How did Cc1cc(C)nc(N2CCC(C(=O)N3CCN(c4cc(Cl)ccc4C)CC3)CC2)n1 do in these assays?
MPTP inh: 0.6; mIAP activ: 1; GRIN3A LBD mod: 0; beta cell repl: -6; hIAP block: 0; mIAP inh: -4; A3A deaminase: 2; APOBEC3G inh: -6; hIAP act: 1

How did CCOC(=O)C1=NN(C(=O)COc2ccccc2)C(O)(c2ccc(Br)cc2)C1 (stereo unspecified) do in these assays?
MPTP inh: 0.6; mIAP activ: 0.87; GRIN3A LBD mod: 0; beta cell repl: 0; hIAP block: -24; mIAP inh: 13; A3A deaminase: 3; APOBEC3G inh: 3; hIAP act: 1.2

What do the screens show for `Cc1cc(C)nc(NS(=O)(=O)c2ccc(NS(=O)(=O)c3ccsc3)cc2)n1`?
MPTP inh: -0.3; mIAP activ: 0.95; GRIN3A LBD mod: -3; beta cell repl: -2; hIAP block: 0; mIAP inh: 5; A3A deaminase: -1; APOBEC3G inh: -4; hIAP act: 1

What do the screens show for `COc1cc(C(=O)NCc2cccc3ccccc23)ccc1OCc1ccccc1`?
MPTP inh: 4.5; mIAP activ: 1.6; GRIN3A LBD mod: -3; beta cell repl: -3; hIAP block: -2; mIAP inh: -64; A3A deaminase: 4; APOBEC3G inh: 0; hIAP act: 1

What do the screens show for `Cc1cccc(OCc2nnc(N)s2)c1`?
MPTP inh: -3.2; mIAP activ: 1.1; GRIN3A LBD mod: 0; beta cell repl: -5; hIAP block: -8; mIAP inh: -7; A3A deaminase: 3; APOBEC3G inh: 0; hIAP act: 1.1

Results for COc1cc(C(=O)N2CCN(C/C=C/c3ccccc3)CC2)cc(OC)c1C ?
MPTP inh: 1.2; mIAP activ: 0.94; GRIN3A LBD mod: -1; beta cell repl: -2; hIAP block: -1; mIAP inh: 6; A3A deaminase: -3; APOBEC3G inh: -9; hIAP act: 1

Results for O=C(CSc1n[nH]c(=O)[nH]c1=O)NC1CC1 ?
MPTP inh: -1.4; mIAP activ: 1; GRIN3A LBD mod: 0; beta cell repl: -2; hIAP block: 9; mIAP inh: -1; A3A deaminase: -5; APOBEC3G inh: -19; hIAP act: 0.91

Results for O=C(CN1C(=O)NC2(CCCCC2)C1=O)NCc1ccc2c(c1)OCO2 ?
MPTP inh: -0.3; mIAP activ: 1; GRIN3A LBD mod: -1; beta cell repl: -3; hIAP block: 3; mIAP inh: -2; A3A deaminase: 10; APOBEC3G inh: -1; hIAP act: 0.97

Results for CCOc1ccc(N2C(=O)CC(n3ccc(C)n3)C2=O)cc1 (stereo unspecified) ?
MPTP inh: -1.9; mIAP activ: 1; GRIN3A LBD mod: 3; beta cell repl: 2; hIAP block: -4; mIAP inh: 0; A3A deaminase: -6; APOBEC3G inh: -6; hIAP act: 1

What do the screens show for `COc1ccc(S(=O)(=O)Nc2ncccc2C)c2ccccc12`?
MPTP inh: -0.4; mIAP activ: 1; GRIN3A LBD mod: -3; beta cell repl: -2; hIAP block: -10; mIAP inh: 0; A3A deaminase: -1; APOBEC3G inh: 14; hIAP act: 1.1

Results for COCCn1c(C)cc(C(=O)COC(=O)c2[nH]c(C)c(C(C)=O)c2C)c1C ?
MPTP inh: 0.8; mIAP activ: 0.91; GRIN3A LBD mod: -1; beta cell repl: -3; hIAP block: 12; mIAP inh: 9; A3A deaminase: 0; APOBEC3G inh: 2; hIAP act: 0.88

What do the screens show for `O=C(Cn1cc(C(F)(F)F)cc(Cl)c1=O)Nc1cccc(Cl)c1`?
MPTP inh: 0.3; mIAP activ: 0.99; GRIN3A LBD mod: -1; beta cell repl: -2; hIAP block: -5; mIAP inh: 1; A3A deaminase: 0; APOBEC3G inh: -4; hIAP act: 1

Results for O=C(Nc1ccccc1)C1=C[C@H](c2ccc(Br)cc2)C[C@H](OCc2ccc(CO)cc2)O1 ?
MPTP inh: -0.1; mIAP activ: 0.71; GRIN3A LBD mod: 4; beta cell repl: -8; hIAP block: 7; mIAP inh: 29; A3A deaminase: -2; APOBEC3G inh: -8; hIAP act: 0.93

How did Cc1cc(=O)oc2cc(OC(C)C(=O)Nc3nccs3)ccc12 (stereo unspecified) do in these assays?
MPTP inh: 2.0; mIAP activ: 1.1; GRIN3A LBD mod: 4; beta cell repl: -1; hIAP block: -22; mIAP inh: -5; A3A deaminase: -1; APOBEC3G inh: -2; hIAP act: 1.2

What do the screens show for `CC(C)Sc1nnc([C@H](Cc2ccccc2)NC(=O)OC(C)(C)C)o1`?
MPTP inh: 2.7; mIAP activ: 1; GRIN3A LBD mod: 32*; beta cell repl: 0; hIAP block: -10; mIAP inh: -2; A3A deaminase: 2; APOBEC3G inh: 3; hIAP act: 1.1

What do the screens show for `Cc1nc(Sc2nnnn2C)c2c3c(sc2n1)CCC3`?
MPTP inh: -1.9; mIAP activ: 1.1; GRIN3A LBD mod: -1; beta cell repl: -4; hIAP block: -7; mIAP inh: -5; A3A deaminase: 0; APOBEC3G inh: -5; hIAP act: 1.1

Results for CC(Sc1ccccc1)C(=O)Nc1cccc(N(C)S(C)(=O)=O)c1 (stereo unspecified) ?
MPTP inh: 2.8; mIAP activ: 1; GRIN3A LBD mod: -1; beta cell repl: 1; hIAP block: 11; mIAP inh: -2; A3A deaminase: 1; APOBEC3G inh: 2; hIAP act: 0.89

How did Nc1nc(N)nc(-c2cc([N+](=O)[O-])ccc2O)n1 do in these assays?
MPTP inh: 1.8; mIAP activ: 0.83; GRIN3A LBD mod: 8; beta cell repl: -3; hIAP block: 3; mIAP inh: 17; A3A deaminase: -2; APOBEC3G inh: -4; hIAP act: 0.97

Reprinted at random: 2 compounds from above, in no set order.
What do the screens show for `CCCn1c(NC(=O)C2CCN(C(=O)c3ccc(F)cc3)CC2)nc2ccccc21`?
MPTP inh: 0.4; mIAP activ: 0.98; GRIN3A LBD mod: 1; beta cell repl: -1; hIAP block: -25; mIAP inh: 2; A3A deaminase: 2; APOBEC3G inh: -1; hIAP act: 1.3

What do the screens show for `COc1ccc(S(=O)(=O)Nc2ncccc2C)c2ccccc12`?
MPTP inh: -0.4; mIAP activ: 1; GRIN3A LBD mod: -3; beta cell repl: -2; hIAP block: -10; mIAP inh: 0; A3A deaminase: -1; APOBEC3G inh: 14; hIAP act: 1.1

(continued)
How did CCO[C@@H]1OC(C(=O)N2CCOCC2)=C[C@H](C)[C@H]1CCCO do in these assays?
MPTP inh: -1.8; mIAP activ: 1.1; GRIN3A LBD mod: -2; beta cell repl: -2; hIAP block: 3; mIAP inh: -12; A3A deaminase: -6; APOBEC3G inh: -8; hIAP act: 0.97

Results for Cc1ccc(NC(=O)C2CCN(S(=O)(=O)c3ccc4c(c3)CCCC(=O)N4)CC2)c(Br)c1 ?
MPTP inh: 1.1; mIAP activ: 1; GRIN3A LBD mod: -3; beta cell repl: -2; hIAP block: 2; mIAP inh: 0; A3A deaminase: 2; APOBEC3G inh: 4; hIAP act: 0.98

How did O=C(Nc1cc(Cl)ccc1O)c1snnc1-c1ccccc1 do in these assays?
MPTP inh: 94*; mIAP activ: 0.89; GRIN3A LBD mod: 5; beta cell repl: -6; hIAP block: 9; mIAP inh: 11; A3A deaminase: -1; APOBEC3G inh: -4; hIAP act: 0.91

What do the screens show for `Cc1nn(CC(=O)N2CCc3ccccc3C2)c(C)c1[N+](=O)[O-]`?
MPTP inh: -1.4; mIAP activ: 0.97; GRIN3A LBD mod: 2; beta cell repl: 3; hIAP block: 6; mIAP inh: 3; A3A deaminase: -1; APOBEC3G inh: -8; hIAP act: 0.94

Results for CCCCN1C(=O)C(=O)N(CC(=O)Nc2ccc(C(N)=O)cc2)C1=O ?
MPTP inh: 0.0; mIAP activ: 1; GRIN3A LBD mod: 0; beta cell repl: 0; hIAP block: 1; mIAP inh: -2; A3A deaminase: -2; APOBEC3G inh: -4; hIAP act: 0.99

Results for O=C(c1ccc(NS(=O)(=O)c2ccccc2)cc1)N1CCCCCC1 ?
MPTP inh: 0.6; mIAP activ: 1.1; GRIN3A LBD mod: 2; beta cell repl: 2; hIAP block: -2; mIAP inh: -15; A3A deaminase: 2; APOBEC3G inh: -4; hIAP act: 1

How did O=C(NC(C(=O)c1ccccc1)N1CCOCC1)c1ccccc1 (stereo unspecified) do in these assays?
MPTP inh: -3.7; mIAP activ: 1; GRIN3A LBD mod: -2; beta cell repl: 1; hIAP block: -9; mIAP inh: 0; A3A deaminase: 2; APOBEC3G inh: 0; hIAP act: 1.1

How did O=C(CC1(O)C(=O)Nc2ccccc21)c1ccccc1O (stereo unspecified) do in these assays?
MPTP inh: -1.5; mIAP activ: 0.98; GRIN3A LBD mod: 0; beta cell repl: 2; hIAP block: -6; mIAP inh: 2; A3A deaminase: -1; APOBEC3G inh: -5; hIAP act: 1.1

What do the screens show for `CCOc1ccc(NC(=O)N(C2CCCCCC2)C2CCN(C(C)=O)CC2)cc1`?
MPTP inh: -0.9; mIAP activ: 0.96; GRIN3A LBD mod: -19; beta cell repl: -4; hIAP block: 13; mIAP inh: 4; A3A deaminase: -2; APOBEC3G inh: -6; hIAP act: 0.87

Results for CCOC(=O)c1cc(NC(=O)c2ccccc2)c(=O)oc1-c1ccccc1 ?
MPTP inh: -0.9; mIAP activ: 0.97; GRIN3A LBD mod: 3; beta cell repl: 2; hIAP block: -28; mIAP inh: 3; A3A deaminase: 2; APOBEC3G inh: -3; hIAP act: 1.3

Results for CCOC(=O)c1cnc(-n2nc(C)cc2C)nc1Nc1cccc(C(=O)O)c1 ?
MPTP inh: -1.7; mIAP activ: 1; GRIN3A LBD mod: -2; beta cell repl: 1; hIAP block: -5; mIAP inh: -1; A3A deaminase: 3; APOBEC3G inh: 0; hIAP act: 1.1

Results for CCCCC(=O)Nc1c(-c2cccc(OC)c2)c(=O)c2ccccc2n1C ?
MPTP inh: -0.9; mIAP activ: 1; GRIN3A LBD mod: 3; beta cell repl: 0; hIAP block: 9; mIAP inh: -2; A3A deaminase: -1; APOBEC3G inh: -5; hIAP act: 0.91

What do the screens show for `Cn1c(O)c(N=NC(=O)CNC(=O)c2ccccc2)c2ccccc21`?
MPTP inh: -0.8; mIAP activ: 1; GRIN3A LBD mod: -2; beta cell repl: 0.0*; hIAP block: 23; mIAP inh: -2; A3A deaminase: 0; APOBEC3G inh: 0; hIAP act: 0.77

Results for COc1ccc(S(=O)(=O)N2CCOCC2)cc1NC(=O)CCOc1ccc(C(C)(C)C)cc1 ?
MPTP inh: 1.6; mIAP activ: 0.99; GRIN3A LBD mod: -7; beta cell repl: -3; hIAP block: -8; mIAP inh: 1; A3A deaminase: -2; APOBEC3G inh: -9; hIAP act: 1.1

What do the screens show for `COc1ccc(-c2cc(C(=O)N3CCN(Cc4ccc5c(c4)OCO5)CC3)on2)cc1OC`?
MPTP inh: -1.3; mIAP activ: 0.96; GRIN3A LBD mod: -2; beta cell repl: -2; hIAP block: -21; mIAP inh: 4; A3A deaminase: -5; APOBEC3G inh: -6; hIAP act: 1.2
